Scp1 inh: blocks human Scp-1 phosphatase activity | Q9GZU7 | Recombinant Scp1, phosphopeptide, malachite green phosphate absorbance | inhibition, % at 20 µM | hit rate 0.88% among 340,000 | AID 493091;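 active means inhibition above about 50% at 20 µM, limit read from the data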;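 further: plate controls were DMSO wells with enzyme for no effect and wells lacking enzyme for full effect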
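Incubation: 45 min enzyme reaction at room temperature / System: truncated SCP-1 phosphatase (76-261aa) / Reagent: Phospho 17-mer peptide substrate / Buffer or medium: Acidic Tris acetate buffer with magnesium and detergent / Signal: absorbance at 630 nm / Doses: one concentration, 20 µM, with 1.0% DMSO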
MT1-MMP act inh: blocks activation of human MT1-MMP. P50281. HT1080 RFP-PRO-GFP cells, GFP/RFP ratio fluorescence, overnight; percent of plate control window, DMSO zero. GFP/RFP ratio change, % at 20 µM. hit rate 0.061% among 360,000. AID 651647;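 active means GFP/RFP ratio change of at least 30% with cell ATP level not reduced by more than half and red fluorescence within 50% of control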; further: strong numbers were not always called active
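Assay system: HT1080 RFP-PRO-GFP cells | Dosing: 20 µM single dose, 1% DMSO | Incubation: Cells overnight before dosing, compound overnight, 37 °C, 5% CO2 | Evaluation: GFP/RFP fluorescence ratio | Control set: DMSO-only wells and HT1080 RFP-L50D-GFP cell wells as references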
NadD inh: NadD (S. aureus) enzyme inhibition. purified NadD enzyme, colorimetric absorbance read-out. inhibition, % at 20 µM. hit rate 0.78% among 360,000. AID 602399; in the data active means inhibition above about 26%; further: some compounds past the cut are filed as inactive
STEP block: inhibitors of human striatal-enriched phosphatase STEP; inhibition, % at 20 µM; P54829; recombinant STEP, OMFP fluorogenic substrate, fluorescence; hit rate 0.25% among 360,000; AID 588621;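 active means inhibition at 20 µM, scaled per plate between control wells, above about 37%, limit read from the data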;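 further: 0% = DMSO with enzyme and substrate and 100% = substrate only without enzyme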
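Test system: STEP tyrosine phosphatase / Reagent: OMFP at 25 µM / Doses: 20 µM, 1% DMSO / Read-out: percent inhibition scaled to no-enzyme and uninhibited-enzyme controls, plate-pattern corrected / Detection: FITC-channel fluorescence of OMFP product / Medium: Bis-Tris buffer pH 6.0, 2.5 mM DTT, 0.005% Tween 20 / Schedule: 20 min at room temperature, dark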
SKN-1 inh: C. elegans SKN-1 inhibition; C. elegans VP596 Pgst-4::GFP/RFP ratio, acrylamide-induced, 24 h; inhibition, % at 21.8 µM; hit rate 0.49% among 360,000; AID 624304;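 active means interference check ratio from 0.5 to 1.5 plus GFP to RFP signal ratio inhibition reaching or exceeding a fixed threshold, cut at about 30% in these data, passing the limit was not always enough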; further: some compounds called inactive have numbers as strong as hits
SUMO1 PPI mod: alters human SUMO1 binding to SIM partners. P63165. SUMO1 binding to a labelled peptide, TR-FRET, 1 h. inhibition, % at 20 µM. hit rate 0.33% among 360,000. AID 602429; in the data active means inhibition above about 37%
LMPTP inh: blocks human LMPTP phosphatase; P24666; recombinant LMPTP-A, OMFP fluorogenic substrate, fluorescence intensity; inhibition, % at 20 µM; hit rate 0.22% among 360,000; AID 651560;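 active means compounds that cut the enzyme signal by at least half of the control window in the single-dose screen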;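 further: plate controls were DMSO wells with enzyme plus substrate for no effect and substrate without enzyme for full effect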
Target sequence (P24666 whole entry, looked up): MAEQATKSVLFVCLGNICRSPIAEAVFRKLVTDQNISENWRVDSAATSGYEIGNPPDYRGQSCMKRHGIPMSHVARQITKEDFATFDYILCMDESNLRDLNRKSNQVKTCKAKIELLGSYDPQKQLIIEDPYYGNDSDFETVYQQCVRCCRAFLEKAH
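Material: LMPTP-A; amount: 0.625 nM enzyme; doses: single 20 µM dose; times: reaction 50 min, room temperature, dark; technique: fluorescence intensity of OMFP turnover product; benchmarks: no-enzyme and uninhibited controls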
NRP1-CendR mod: alters CendR peptide binding to human NRP-1; O14786; FAM-RPARPAR peptide binding to NRP-1, fluorescence polarization; inhibition, % at 25 µM; hit rate 0.85% among 360,000; AID 602438;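 active means inhibition or corrected inhibition above about 18%, plus a signal ratio from 0.5 to 1.5, limit read from the data, passing the limit was not always enough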; further: strong numbers were not always called active
Target sequence (O14786 whole entry, looked up): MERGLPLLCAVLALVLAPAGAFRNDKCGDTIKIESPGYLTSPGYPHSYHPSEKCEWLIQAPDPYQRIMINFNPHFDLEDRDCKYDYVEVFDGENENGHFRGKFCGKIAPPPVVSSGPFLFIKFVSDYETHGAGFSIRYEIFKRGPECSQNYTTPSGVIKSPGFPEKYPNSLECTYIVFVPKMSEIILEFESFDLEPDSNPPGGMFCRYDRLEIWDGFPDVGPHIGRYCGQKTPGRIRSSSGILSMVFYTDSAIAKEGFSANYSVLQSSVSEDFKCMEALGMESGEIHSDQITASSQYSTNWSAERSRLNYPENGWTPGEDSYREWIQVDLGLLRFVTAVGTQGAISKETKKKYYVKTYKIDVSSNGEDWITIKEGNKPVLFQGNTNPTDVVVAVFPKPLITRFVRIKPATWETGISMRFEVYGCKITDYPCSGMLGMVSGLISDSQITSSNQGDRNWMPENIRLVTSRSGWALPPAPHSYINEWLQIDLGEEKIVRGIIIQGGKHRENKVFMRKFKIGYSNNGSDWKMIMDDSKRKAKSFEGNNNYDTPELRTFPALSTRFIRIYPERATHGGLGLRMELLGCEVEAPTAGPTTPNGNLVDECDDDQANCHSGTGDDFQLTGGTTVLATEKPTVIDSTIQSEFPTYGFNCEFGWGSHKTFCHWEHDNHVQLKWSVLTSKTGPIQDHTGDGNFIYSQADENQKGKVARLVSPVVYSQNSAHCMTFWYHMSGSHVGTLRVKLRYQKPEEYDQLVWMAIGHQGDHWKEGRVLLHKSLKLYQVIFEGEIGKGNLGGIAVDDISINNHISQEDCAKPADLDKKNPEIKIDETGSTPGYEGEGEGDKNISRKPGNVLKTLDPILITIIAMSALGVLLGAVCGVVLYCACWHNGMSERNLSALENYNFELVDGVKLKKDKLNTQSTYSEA
DNMT1 block: blocks human DNA methyltransferase DNMT1 | inhibition (reported as % activation of signal), % at 10 µM | hit rate 0.83% among 360,000 | AID 588458 | P26358 | DNMT1 molecular beacon, Hinp1I cleavage, fluorescence; in the data active means inhibition above about 50%
Rpn11 block: inhibitors of human proteasome Rpn11 | O00487 | calls only at 20 µM | hit rate 0.59% among 360,000 | AID 588493 | human 26S proteasome, Ub4-pepOG fluorescence polarization; 20S core pre-blocked with epoxomicin;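 active means inhibition at 20 µM, scaled to each plate's controls, above about 33%, limit read from the data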
* hit, by the source's call; i = inactive; nt = no result given.

SMILES	Scp1 inh	MT1-MMP act inh	NadD inh	STEP block	SKN-1 inh	SUMO1 PPI mod	LMPTP inh	NRP1-CendR mod	DNMT1 block	Rpn11 block
O=C(CN1C(=O)NC2(CCCCC2)C1=O)N1CCN(S(=O)(=O)c2ccc(Cl)s2)CC1	-4	-1	3	-3	9	1	-1.0	-5	-1	i
CCC1CCCCN1CCCNC(=O)CCC(=O)N1CCOc2ccccc21 (configuration not stated)	-4	0	-1	3	3	-3	-3.0	0	2	i
CC(C)(C)c1ccc(-c2nnc(N)o2)cc1	8	-1	-2	2	16	3	-0.4	-10	-1	i
Cc1nc(CN(C)C(=O)CC2C(=O)NCCN2Cc2ccc(F)cc2)cs1 (configuration not stated)	1	-3	-6	-1	5	-3	-0.5	-8	-5	i
COc1cccc(C(=O)NCCS(=O)(=O)NCc2cccs2)c1	4	-2	0	-3	-19	2	0.1	24	-2	i
CC(OC(=O)c1ccc2c(c1)OCCO2)C(=O)c1ccccc1 (configuration not stated)	-7	-1	-3	-2	10	2	0.9	-9	5	i
COc1cccc(NC(=O)Nc2cc(NC(=O)Nc3cccc(OC)c3)c(C)nc2C)c1	-1	3	8	0	3	-3	1.5	-5	-13	i
CC/C(C)=C1\SC(N2CCN(c3cccc(C(F)(F)F)c3)CC2)=NC1=O	16	-3	4	2	0	-4	2.8	-6	-2	i
CC(=O)c1ccc(N2C(=NC(=O)C(C)C)SC3CS(=O)(=O)CC32)cc1 (configuration not stated)	-11	3	-4	1	3	-2	-1.5	-7	-2	i
CN(Cc1ccccc1)Cc1c[nH]c2ccccc12	3	12	-7	-1	3	-1	0.2	-2	-2	i
CCc1ccc(OCc2cccc(C(=O)N/N=C\c3cnn(C)c3C)c2)cc1	66*	-1	-6	4	-4	7	14	2	15	i
COc1cc(Br)c(CC2c3cc(OC)c(OC)cc3CCN2C)cc1OC (configuration not stated)	7	-8	-2	1	1	-7	-0.6	0	-10	i
Cc1occc1C(=O)NCc1nc(-c2ccc(Cl)cc2)no1	-3	2	4	2	4	-7	0.7	2	-2	i
O=C(CCc1ccccc1)Nc1ccccc1F	-7	-1	-1	-1	-14	1	-1.4	1	0	i
Cc1ccccc1Nc1nnc(SCC(=O)c2cc3ccccc3o2)s1	4	nt	6	-1	1	-19	4.9	-15	-13	i
Cc1cc(C(=O)Nc2sccc2C(N)=O)c(C)o1	-7	-6	0	-1	-2	9	1.1	-21	0	i
COc1ccccc1NC(=O)c1ccc(C)s1	-14	-1	5	2	8	-2	-0.4	-8	6	i
Cc1cc(C)cc(OCCN2CCOCC2)c1	-4	7	0	1	-11	4	-0.3	5	-1	i
Cc1cccc(CCN(CC(=O)NCc2ccc(F)cc2)C(=O)c2csnn2)c1	8	1	-6	-2	-5	21	-0.2	2	0	i
Cc1ccc(C)c(NC(=O)c2ccccc2NC(=O)C2CCCO2)c1 (configuration not stated)	-7	1	-3	-3	-1	-1	-1.9	-1	2	i
Cc1onc(C(=O)/C=C/N(C)C)c1C(=O)Nc1nccs1	-5	-2	-6	-3	3	-20	-1.1	-11	0	i
O=C(COC(=O)c1cc(S(=O)(=O)N2CCOCC2)c(Cl)cc1Cl)c1ccc[nH]1	-6	0	1	4	14	-2	1.3	5	0	i
Cc1ccccc1NC(=O)N1CCC(NC(=O)C2CCCCC2)CC1	-4	2	4	-2	23	1	-0.9	3	1	i
Cn1cc(Cl)c(-c2nc3ccccc3[nH]2)n1	-4	1	6	-2	-13	1	-0.1	10	1	i

Entries of single compounds as entered above:
Results for Cc1cc(C)cc(OCCN2CCOCC2)c1 → Scp1 inh = -4; MT1-MMP act inh = 7; NadD inh = 0; STEP block = 1; SKN-1 inh = -11; SUMO1 PPI mod = 4; LMPTP inh = -0.3; NRP1-CendR mod = 5; DNMT1 block = -1; Rpn11 block = i
Results for CCc1ccc(OCc2cccc(C(=O)N/N=C\c3cnn(C)c3C)c2)cc1 → Scp1 inh = 66*; MT1-MMP act inh = -1; NadD inh = -6; STEP block = 4; SKN-1 inh = -4; SUMO1 PPI mod = 7; LMPTP inh = 14; NRP1-CendR mod = 2; DNMT1 block = 15; Rpn11 block = i

The listing continues:
SMILES	Scp1 inh	MT1-MMP act inh	NadD inh	STEP block	SKN-1 inh	SUMO1 PPI mod	LMPTP inh	NRP1-CendR mod	DNMT1 block	Rpn11 block
CCCn1c(SCC(=O)N2CCCC(C)C2)nnc1-c1ccccn1 (configuration not stated)	6	-3	-1	-5	9	2	-0.7	0	-3	i
Cc1ccc(OCC(=O)NNC(=O)C2CCN(c3nc(C)cc(C)n3)CC2)cc1	-3	4	-1	2	9	-1	1.7	4	7	i
COc1ccc(OC)c(/C=N/c2oc(-c3ccco3)c(-c3ccco3)c2C#N)c1	31	-10	9	-1	-5	2	4.1	-28	23	i
CC(C)c1ccc(NC(=S)Nc2cccc3ccccc23)cc1	-7	5	-2	2	-20	-5	1.5	13	-14	i
Fc1ccccc1NC(=S)Nc1ccc(CN2CCOCC2)cc1	8	-1	-5	3	3	10	-1.1	0	1	i
CCSc1ncc(Cl)c(C(=O)Nc2sc3c(c2C(=O)NCc2cccnc2)CCCC3)n1	2	-37	6	-1	5	-1	5.1	-81	19	nt
CCSC1=N/C(=C/c2ccsc2)C(=O)N1c1ccccc1	-8	4	-9	0	6	-11	2.2	12	0	i
N#CC1=C(N)OC2=C(CC/C2=C\c2ccccc2Cl)C1c1ccccc1Cl (configuration not stated)	-10	-32	16	-34	7	-5	3.8	136	-8	nt
C=CCN(C(=O)Nc1ccc(F)cc1)C1CC(=O)N(c2ccc(OC)cc2)C1=O (configuration not stated)	-2	2	-2	-2	-1	-2	-1.1	-6	-6	i
CCC(=O)N1c2ccccc2-c2nnc(SC)nc2OC1c1ccc(N(C)C)cc1 (configuration not stated)	-2	-2	6	2	8	-19	-0.7	1	-3	i
COc1cccc(-c2ccc(=O)n(CC(=O)Nc3cc4c(cc3NC(C)=O)OCCO4)n2)c1	0	2	0	1	12	-4	0.6	5	-3	i
COc1ccc(C(=O)OCCN2C(=O)c3ccccc3C2=O)cc1	-14	1	0	-2	10	-13	0.0	-9	2	i
COc1ccc(CC(=O)Nc2nnc(CC(C)C)s2)cc1S(=O)(=O)N1CCOCC1	-4	2	0	4	-1	-1	0.6	-4	1	i
O=C(Nc1ccc(F)cc1)C1CCN(c2nnnn2-c2ccccc2)CC1	-13	-4	-1	1	-17	-5	1.0	0	-1	i
C=CCNC(=O)c1ccc([N+](=O)[O-])c(Cl)c1	-7	1	-6	-1	10	-8	-0.1	6	-4	i
Cc1ccc(CNCC(O)(c2ccccc2)c2ccc(Cl)cc2)cc1 (configuration not stated)	-7	-8	-1	0	0	-1	-1.1	2	11	i
CC(C)C(=O)N1CCN(c2ccc(NC(=O)c3cccs3)cc2Cl)CC1	-7	4	-8	0	8	0	1.0	1	0	i
COC(=O)c1cn(NC(=O)c2cccc(OC)c2)c(=O)c2ccccc12	-3	-1	-4	-2	14	5	-0.7	9	-1	i
Cc1ccc(S(=O)(=O)N2CCN(C(=O)Cn3nc(C)c([N+](=O)[O-])c3C)CC2)c(C)c1	-8	2	1	1	-26	1	-0.9	-5	0	i
COc1ccc(OC)c(-c2csc(NC(=O)C3c4ccccc4Oc4ccccc43)n2)c1	-1	-30	16	1	3	-4	2.9	5	-4	i
O=C(COC(=O)COc1ccc(Cl)cc1)Nc1ncc(Br)s1	-5	5	3	-3	-2	3	1.1	18	0	i
c1cnc2ncc3sccc3c2c1	-2	0	-4	0	4	-2	0.9	-2	-1	i
OC(c1ccc(F)c(F)c1)c1nc(-c2ccc3c(c2)OCO3)cs1 (configuration not stated)	nt	2	-6	-1	1	1	1.0	-19	0	i
COc1ccc(Nc2cc(C)nc(NCc3ccccc3)n2)cc1	-4	14	1	4	0	-1	17	1	-2	i
CCc1ccc(N2CC(C(=O)Nc3cc(C)ccc3F)CC2=O)cc1 (configuration not stated)	-1	-2	-6	0	1	0	0.0	-12	0	i
COc1cc(-c2[nH]ncc2CN(C)Cc2cc(C)[nH]n2)cc(OC)c1OC	0	1	-4	-4	2	2	-3.2	-8	0	i
CC1CCCC(C)N1/N=C/c1ccccc1F (configuration not stated)	-3	-1	0	0	-2	2	0.2	-3	-2	i
CC(C)CN1CCN(CC#Cc2ccccc2)CC1CCO (configuration not stated)	-8	-1	-5	-4	-1	0	0.6	-8	-1	i
O=C(O)c1ccc2c(c1)OCCO2	-12	5	-5	0	-12	-3	-3.3	8	1	i
Cc1c(NC(=O)C(C)Sc2nc3ccccc3c(=O)n2CCO)c(=O)n(-c2ccccc2)n1C (configuration not stated)	-10	4	5	-2	-12	3	-0.6	3	1	i
Cc1ccc(S(=O)(=O)N2CCN(S(=O)(=O)c3ccccc3Br)C2=O)cc1	7	1	0	2	-6	1	1.5	-2	0	i

Filtered by structure: the compounds so far containing fluorine (10)
SMILES	Scp1 inh	MT1-MMP act inh	NadD inh	STEP block	SKN-1 inh	SUMO1 PPI mod	LMPTP inh	NRP1-CendR mod	DNMT1 block	Rpn11 block
Cc1nc(CN(C)C(=O)CC2C(=O)NCCN2Cc2ccc(F)cc2)cs1 (configuration not stated)	1	-3	-6	-1	5	-3	-0.5	-8	-5	i
CC/C(C)=C1\SC(N2CCN(c3cccc(C(F)(F)F)c3)CC2)=NC1=O	16	-3	4	2	0	-4	2.8	-6	-2	i
O=C(CCc1ccccc1)Nc1ccccc1F	-7	-1	-1	-1	-14	1	-1.4	1	0	i
Cc1cccc(CCN(CC(=O)NCc2ccc(F)cc2)C(=O)c2csnn2)c1	8	1	-6	-2	-5	21	-0.2	2	0	i
Fc1ccccc1NC(=S)Nc1ccc(CN2CCOCC2)cc1	8	-1	-5	3	3	10	-1.1	0	1	i
C=CCN(C(=O)Nc1ccc(F)cc1)C1CC(=O)N(c2ccc(OC)cc2)C1=O (configuration not stated)	-2	2	-2	-2	-1	-2	-1.1	-6	-6	i
O=C(Nc1ccc(F)cc1)C1CCN(c2nnnn2-c2ccccc2)CC1	-13	-4	-1	1	-17	-5	1.0	0	-1	i
OC(c1ccc(F)c(F)c1)c1nc(-c2ccc3c(c2)OCO3)cs1 (configuration not stated)	nt	2	-6	-1	1	1	1.0	-19	0	i
CCc1ccc(N2CC(C(=O)Nc3cc(C)ccc3F)CC2=O)cc1 (configuration not stated)	-1	-2	-6	0	1	0	0.0	-12	0	i
CC1CCCC(C)N1/N=C/c1ccccc1F (configuration not stated)	-3	-1	0	0	-2	2	0.2	-3	-2	i

Screening data from PubChem.
